Assay outcomes as filed in PubChem.
GLP1R inv ag = GLP-1 receptor (human) inverse agonism; P43220; HEK293 GLP-1R CRE-luciferase, luminescence, 24 h; GLP-1R form is constitutively active; Potency, µM (top dose mostly 38.3 µM), for inactives: at the highest dose activity change, negative = inhibition, usual class: inhibitors; 1.6% of 410,000 active; also: potency is read from the fitted curve at half-maximal effect; % is scaled to controls: 0 for no effect and ±100 for the full control effect; nearly all actives have a fitted effect of over 55% in size
Target sequence (P43220 whole entry, looked up): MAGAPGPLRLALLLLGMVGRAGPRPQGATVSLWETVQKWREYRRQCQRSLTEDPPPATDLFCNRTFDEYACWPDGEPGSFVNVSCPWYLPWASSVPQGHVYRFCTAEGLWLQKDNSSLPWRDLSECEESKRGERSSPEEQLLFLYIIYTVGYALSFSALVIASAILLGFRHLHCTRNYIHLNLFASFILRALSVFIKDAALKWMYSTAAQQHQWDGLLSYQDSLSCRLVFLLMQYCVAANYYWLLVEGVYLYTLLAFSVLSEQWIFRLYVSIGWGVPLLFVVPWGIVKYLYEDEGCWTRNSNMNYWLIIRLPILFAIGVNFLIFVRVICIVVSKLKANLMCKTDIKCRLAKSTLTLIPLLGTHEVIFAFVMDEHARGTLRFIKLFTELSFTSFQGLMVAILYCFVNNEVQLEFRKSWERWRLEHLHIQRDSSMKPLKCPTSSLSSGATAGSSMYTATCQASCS
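Constitutively active GLP-1R drives a cAMP-responsive luciferase in stably transfected HEK293 cells; test compounds are added after overnight (12 h) attachment and left 24 hr, and signal loss in luminescence marks inhibition.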
D3 antag = D3 dopamine receptor (human) antagonism | P35462 | D3R cells, DiscoveRx beta-arrestin luminescence, antagonist mode; hits give low values | max response, negative = inhibition, % | 2.5% of 360,000 active; in the data active = max response below about -50%; inconclusive = no clear call, values can overlap the other calls; also: % is scaled to controls: 0 for no effect and ±100 for the full control effect; mostly tested at two doses, the higher about 12 µM
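Cells expressing the human receptor were seeded at 1500 cells/well, incubated overnight at 37 degrees C in 5% CO2, then exposed to library compounds with dopamine controls for 90 minutes at 37 degrees C before luminescent detection.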
IL-2 act = activators of IL-2 | 0.065% of 360,000 active | activation, % (series mostly up to about 46 µM) | AID 652025 | IL-2 activation reporter assay, cell-based qHTS; stimulated with anti-CD3/CD4/CD28 beads; in transgenic mouse T cells; in the data active = activation above about 50%; inconclusive = mostly about 30% to 49%; also: 0% is about no effect
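Using fluorescent plate cytometry, EGFP and DsRed are detected in transgenic mouse T cells stimulated 18 h at 37 degrees C with antibody-coated beads after 60 min compound pretreatment.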
HEK293 tox = cytotoxic in the GLP-1 receptor inverse agonist counter-screen | 0.13% of 410,000 active | Potency, µM (highest dose often 38.3 µM), for inactives: at the highest dose activity change, negative = inhibition, actives largely listed as inhibitors | HEK293 cAMP-luciferase reporter cells, luminescence, 24 h;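 also: loss of luciferase light is scored as toxicity; potency is read from the fitted curve at half-maximal effect; % is scaled to controls: 0 for no effect and ±100 for the full control effect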
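Quantitative HTS format, 1536 wells, 200 cells/uL seeded. Compounds: 23 nL, 24 h, 37 °C. Detection: luciferase reagent, luminescence at 12 min RT; decreased signal taken as cytotoxic.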
GLP1R ag = activates the human GLP-1 receptor. AID 624172. 0.007% of 380,000 active. HEK293 GLP-1R CRE-luciferase, luminescence, 4-6 h; cells express a hypersensitive GLP-1R form. Potency, µM (doses to about 45.6 µM), inactives show at the highest dose activation, actives largely listed as activators; also: potency is read from the fitted curve at half-maximal effect; % of control where 0% means no effect
WRN inhibitor = WRN helicase (human) inhibition | Q14191 | WRN helicase unwinding, fluorescent forked duplex, kinetic | Potency, µM (top dose mostly 114 µM), for the others: top-dose activity change, negative = inhibition, actives largely listed as inhibitors | 0.46% of 360,000 active; also: potency is read from the fitted curve at half-maximal effect; % is scaled to controls: 0 for no effect and ±100 for the full control effect; nearly all actives have a fitted effect of over 55% in size
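WRN at 20 nM final preincubated with compound 15 min at room temperature; reaction started with 100 nM fluorophore/quencher forked duplex oligonucleotide and 2 mM ATP final. Unwinding followed kinetically by red fluorescence (ex 525, em 598 nm).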
PLK1 PBD inh = blocks phosphopeptide binding to human PLK1 polo-box domain; Plk1 PBD binding of FITC phosphopeptide, fluorescence polarization; 2.8% of 360,000 active; Potency, µM, inactives show max response, negative = inhibition, actives largely listed as inhibitors; P53350; AID 720504; also: potency is read from the fitted curve at half-maximal effect; series mostly up to about 57 µM; % is scaled to controls: 0 for no effect and ±100 for the full control effect; nearly all actives have a fitted effect of over 65% in size
DRD3 agonist = activates the human D3 dopamine receptor | P35462 | D3R DiscoveRx beta-arrestin cells, luminescence, 90 min | max activation, % | 0.58% of 410,000 active; in the data active = max activation above about 30%; also: 0% is about no effect; mostly tested at two doses, the higher about 12 µM
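Agonist mode: compounds and dopamine controls were applied to plated cells for 90 min at 37 degrees C after an overnight attachment at 1500 cells/well. Luminescent read-out followed 30 - 60 minutes at room temperature with DiscoveRx detection reagent.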
PI5P4K alpha inh = blocks human PI5P4K alpha kinase activity. max response, %. 1.2% of 330,000 active. AID 652105. PI5P4Kalpha enzyme, ADP-Glo luminescence, 60 min; hits give low values; active = max response of -50% or lower; inconclusive = between -30% and -50%; inactive = -30% or higher; also: value at the top dose of about 77 µM; % is scaled to controls: 0 for no effect and ±100 for the full control effect
Target sequence (P48426 whole entry, looked up): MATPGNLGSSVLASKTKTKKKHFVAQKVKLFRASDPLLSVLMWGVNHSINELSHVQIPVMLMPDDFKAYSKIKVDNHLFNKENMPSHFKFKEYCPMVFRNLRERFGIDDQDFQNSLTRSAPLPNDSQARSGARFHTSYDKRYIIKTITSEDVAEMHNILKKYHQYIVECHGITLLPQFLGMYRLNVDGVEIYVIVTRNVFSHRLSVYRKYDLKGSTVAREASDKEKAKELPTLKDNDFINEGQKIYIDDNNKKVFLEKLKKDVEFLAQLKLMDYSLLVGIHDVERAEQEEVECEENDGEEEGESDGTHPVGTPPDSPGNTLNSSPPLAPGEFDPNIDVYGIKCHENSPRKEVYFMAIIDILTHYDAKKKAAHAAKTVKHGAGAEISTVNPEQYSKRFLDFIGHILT
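ADP-Glo luminescence end-point read after a 60 min room-temperature kinase reaction of PI5P4Kalpha plus substrate, initiated with ATP at 5 microM final. Buffer: 0.038 M HEPES pH 7.4, EGTA, 0.1% CHAPS, 5% DMSO.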
* = called active by the depositor; ? = inconclusive; nt = not tested or not shown; [ ] = remark or other dose. Unless noted, calls follow the shape of the dose curve; as a rule, active = well fitted curve in the direction sought with a large enough effect; inconclusive = small, poorly fitted or top-dose-only effect, or another doubt; inactive = no such curve, though single readings can be large; an effect the other way counts as inactive or inconclusive.

Compound	GLP1R inv ag	D3 antag	IL-2 act	HEK293 tox	GLP1R ag	WRN inhibitor	PLK1 PBD inh	DRD3 agonist	PI5P4K alpha inh
COc1ccccc1C(=O)N1CCNC(=O)C1CC(=O)Nc1cccc(C)c1 (stereo not drawn)	14.5%	-1.2	-1.6	2.6%	4.3%	-11.1%	0.1%	1.1	nt
C#CCNC(=O)C1=C[C@H](C(C)(C)C)C[C@H](OCc2ccc(CO)cc2)O1	-1.9%	1.5	0.0	-13.6%	-3.2%	-0.7%	-6.9%	2.6	8.2
Clc1ccc(OCc2nn3c(-c4ccncc4)nnc3s2)cc1	0.0%	6.1	-2.3	-2.9%	-5.6%	-16.2%	-4.1%	0.1	-4.4
Cc1ccc(S(=O)(=O)NCC(=O)OCCOc2ccc(Br)cc2)cc1	3.8%	-5.8	6.8	-4.2%	18.1%	0.8%	2.9%	-1.4	14.6
CCc1sc(C(=O)Nc2cc(Cl)ccc2N2CCCCC2)cc1C	12.0%	16.5	-0.2	77.9%[activator]	4.6%	8.0%	-25.5%	5.1	0.2
CN(c1ccccc1C(N)=O)S(=O)(=O)c1ccccc1	25.4%	12.6	-0.5	66.2%[activator]	-15.2%	-2.5%	-8.0%	-18.2	2.2
CCOc1cc(S(=O)(=O)n2nc(C)cc2C)ccc1F	-0.1%	-7.0	-2.1	1.7%	0.9%	2.8%	-1.9%	-2.9	nt
CCN1CCc2c(sc(NC(=O)c3ccc(S(=O)(=O)N(CCOC)CCOC)cc3)c2C(N)=O)C1	11.1%	nt	nt	-4.3%	11.0%	nt	nt	-8.3	nt
C#CC1(O)CC(C)NCC1(C)CCC#N (stereo not drawn)	1.5%	15.2	-1.4	-5.1%	-5.3%	-5.8%	-6.1%	-0.2	-0.8
Cc1cc(C)cc(Nc2ccc([N+](=O)[O-])nc2[N+](=O)[O-])c1	1.6%	9.8	-0.4	-14.3%	-3.6%	-0.1%	-2.6%	-3.7	nt
NS(=O)(=O)c1ccc(CCNC(=O)c2ccc3c(c2)N(Cc2ccccc2)CCS3)cc1	11.2%	19.9	-0.1	-6.9%	-4.7%	-11.9%	2.1%	-1.8	7.7
O=C(NCCc1c[nH]c2ccccc12)C1CCN(S(=O)(=O)c2ccccc2)CC1	?	26.3	-2.4	1.3%	1.7%	2.2%	2.3%	-2.4	-6.3
Cc1ccc(Cn2nc(C)cc2C(=O)Nc2ccccc2Cl)cc1	-26.6%	3.4	-0.8	8.1%	37.9%	0.5%	-2.5%	-2.0	9.8
O=S(=O)(Nc1ccc(Cc2ccncc2)cc1)N1CCCC1	2.0%	17.0	0.3	6.0%	16.5%	-3.7%	-6.4%	20.0	nt
CC1CCN(CCCCOc2ccc(Cl)cc2)CC1	?	-23.6	1.1	-9.0%	-4.7%	7.2%	3.5%	-13.1	-2.8
Cc1ccsc1C(=O)OCC(=O)NC1CCCCC1C (stereo not drawn)	-28.0%	5.5	-0.4	-4.5%	14.0%	3.3%	-3.8%	4.4	10.2
Cn1ncc([N+](=O)[O-])c1C(=O)Nc1ccc(C2CCCCC2)cc1	31.6%	-13.5	-1.0	-0.4%	3.2%	-2.6%	-10.4%	-13.7	7.8
CCCNC(=O)CNC(=O)c1ccc(C#N)cc1	-8.6%	-19.1	-0.1	-11.6%	-2.1%	-1.6%	-8.5%	13.8	1.0
O=C(Nc1ccc(-c2csc(Nc3ccccc3)n2)cc1)c1cc([N+](=O)[O-])cc(C(F)(F)F)c1	?	-0.1	-0.1	-2.8%	3.5%	-5.3%	-4.2%	2.0	3.1
Cc1cc(OC(C)C(=O)Nc2ccncc2)ccc1Cl (stereo not drawn)	-0.6%	22.7	-0.7	-20.2%	-2.0%	8.1%	-9.0%	4.5	2.1
COc1ccccc1NC(=S)N(CCc1c(C)[nH]c2ccccc12)Cc1cccs1	?	?	-3.0	-5.4%	1.6%	-0.6%	-4.5%	-3.4	4.7
CCc1c(C)nc(SCC(=O)N2CCCCC2CC)[nH]c1=O (stereo not drawn)	?	0.6	-3.6	5.2%	-1.4%	1.9%	23.8µM*	-0.2	-18.3
CC1CN(C)C(C)c2c1oc1ccc([N+](=O)[O-])cc21 (stereo not drawn)	-3.4%	-23.8	4.1	4.3%	3.6%	-4.5%	-2.7%	-10.8	5.1
Cn1c(Cc2ccccc2)nnc1SCC(=O)Nc1ccc2c(c1)OCCO2	0.0%	-14.3	1.1	6.4%	5.0%	-5.8%	-0.2%	-8.6	nt
CCOc1ccc(OCC(=O)OCC(=O)Nc2ccccc2C#N)cc1	12.9%	51.5	-0.2	2.8%	-11.7%	-6.6%	-6.7%	2.4	-6.9

Molecules listed so far with an aryl methoxy group (2):
Compound	GLP1R inv ag	D3 antag	IL-2 act	HEK293 tox	GLP1R ag	WRN inhibitor	PLK1 PBD inh	DRD3 agonist	PI5P4K alpha inh
COc1ccccc1C(=O)N1CCNC(=O)C1CC(=O)Nc1cccc(C)c1 (stereo not drawn)	14.5%	-1.2	-1.6	2.6%	4.3%	-11.1%	0.1%	1.1	nt
COc1ccccc1NC(=S)N(CCc1c(C)[nH]c2ccccc12)Cc1cccs1	?	?	-3.0	-5.4%	1.6%	-0.6%	-4.5%	-3.4	4.7

(cont.)
Compound	GLP1R inv ag	D3 antag	IL-2 act	HEK293 tox	GLP1R ag	WRN inhibitor	PLK1 PBD inh	DRD3 agonist	PI5P4K alpha inh
CCn1c(=O)cc(OCC(=O)NCc2ccccc2Cl)c2ccccc21	2.5%	nt	nt	-2.5%	8.5%	nt	nt	-0.9	nt
Cc1ccccc1-n1c(C)c(C#N)c(=O)c(-[n+]2ccccc2)c1[S-]	-2.4%	-2.9	1.0	7.8%	-5.5%	3.5%	?	5.2	-3.4
CCC1CCCCN1CCCNC(=O)c1ccc2c(=O)n(CCOC)c(=O)[nH]c2c1 (stereo not drawn)	2.0%	3.3	1.6	15.6%	0.4%	-2.1%	-4.5%	-9.9	-2.8
NC(=O)c1cccnc1Sc1ccc(Cl)cc1	24.3%	2.8	-1.9	-10.8%	12.5%	-2.0%	?	19.0	5.4
O=C(NCC(c1ccco1)N1CCCCC1)c1cccnc1 (stereo not drawn)	2.2%	-15.0	0.4	0.5%	10.7%	11.7%	0.1%	1.4	-1.1
O=C(CSc1nnc(SCc2ccccc2)s1)N/N=C/c1ccc(Cl)cc1Cl	18.7%	-5.9	-1.0	-4.2%	-7.6%	0.7%	-6.2%	-1.1	3.1
CC1(C(=O)NS(=O)(=O)c2ccc(Br)cc2)CCN1C(=O)C/C=C/c1ccccc1 (stereo not drawn)	25.0%	0.0	-0.1	1.8%	-7.4%	-5.4%	-21.6%	9.5	-2.5
CCOc1ccc(CN2CCCC(CNC(=O)c3ccc(F)cc3)C2)cc1CO (stereo not drawn)	-7.6%	-19.0	1.1	1.9%	3.2%	-3.4%	0.6%	-2.5	8.4
Cc1ccc(OCC(=O)NCCCNC(=O)COc2ccc(C)cc2)cc1	?	6.4	-2.2	1.0%	6.3%	-0.9%	-5.2%	2.1	0.2
COc1ccc(/C=N/Nc2nonc2N)cc1OC	96.3%[activator]	7.9	-0.5	-20.7%	?	-4.9%	-2.2%	-4.6	1.7
O=C(CCCN1C(=O)c2ccccc2C1=O)Nc1ccc(S(=O)(=O)N2CCCCC2)cc1	2.9%	-4.8	-0.2	-4.3%	5.2%	5.3%	-6.9%	0.6	nt
Cc1cccc(CCNC(=O)Cc2ccc(NC3=NC4CS(=O)(=O)CC4S3)cc2)c1 (stereo not drawn)	9.5%	-13.8	-0.9	-2.4%	-2.1%	-5.4%	-6.6%	4.4	8.6
COc1ccc(S(=O)(=O)N2CCOCC2)c(C)c1C	1.4%	-69.1*	-1.3	-7.8%	9.9%	-1.0%	-1.4%	8.2	nt
Cc1ccc(C)n1-c1nnc(N2CCC(C(=O)N3CCN(C)CC3)CC2)s1	3.4%	-3.6	-1.6	-23.2%	0.2%	3.2%	-4.6%	-0.8	0.7
CCCOC(=O)C1=C(C)OC23OC(N)=C(C#N)C12C(=O)c1ccccc13 (stereo not drawn)	-26.5%	9.3	-0.2	-2.1%	10.9%	-2.1%	-8.0%	1.1	2.5
CCOc1ccc(C)cc1S(=O)(=O)N1CCCCC1	0.0%	17.9	-2.9	-1.1%	4.5%	8.7%	-1.0%	2.8	nt
COc1ccc(-c2noc(-c3ccc4c(c3)OCO4)n2)cc1	65.9%[activator]	1.3	1.3	-2.7%	-14.3%	1.3%	-0.7%	-1.0	-1.2
Cc1nn(CC(=O)N2CCN(C34CC5CC(CC(C5)C3)C4)CC2)c(C)c1[N+](=O)[O-]	-19.1%	1.3	-1.0	3.5%	0.9%	0.8%	-14.5%	0.8	-6.9
CCO[C@H]1OC(C(=O)NCc2ccccc2)=C[C@@H](c2ccccc2)[C@@H]1CCCO	-14.3%	7.6	-0.5	-5.1%	9.1%	2.6%	-5.6%	16.0	-0.9
Cc1c[n+](C)ccc1CC1C([N+](=O)[O-])=C[N-]c2ncnn21 (stereo not drawn)	5.9%	-8.2	-1.7	?	4.6%	-14.1%	-12.4%	-1.9	-1.1
Cc1nc(-c2ccc(F)cc2)c(CC(=O)N2CCN(S(=O)(=O)c3cccc([N+](=O)[O-])c3)CC2)s1	-21.9%	0.0	-4.7	-1.7%	13.0%	-6.6%	-14.1%	-10.3	0.2
O=C(COC(=O)COc1ccccc1)NCCc1ccccc1	2.9%	-17.7	-0.1	2.7%	4.9%	0.7%	-8.9%	-5.5	-2.8
Cc1cc(C(=O)Nc2ccncc2)ccc1[N+](=O)[O-]	15.4%	2.6	-1.8	8.5%	5.7%	4.6%	4.3%	2.2	1.3
CCN(CC)c1ccc(C2C3CCCCC3(O)CCN2CC(=O)N2CCCCC2)cc1 (stereo not drawn)	?	-12.7	0.8	?	1.8%	-4.6%	-4.8%	-4.9	1.7
COc1ccc(F)cc1S(=O)(=O)NC1CCCC1	0.0%	-6.6	-2.1	7.7%	0.7%	-11.4%	-17.5%	-10.5	nt
